Screening results (PubChem BioAssay)
USP1 inh: USP1/UAF1 (human) deubiquitinase inhibition. actives 0.23% (n = 390,000). Potency, µM (top dose mostly 57.1 µM), for inactives: at the top dose activity change, negative = inhibition, hits mostly inhibitors. recombinant USP1/UAF1, Ub-Rhodamine cleavage fluorescence. O94782; further: potency means the concentration at half of the fitted maximal effect; on the % scale 0 is the no-effect control and ±100 the full control effect; nearly all actives have a fitted effect of over 60% in size; inactives centre near -12
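In this screen, compounds sit with the deubiquitinase complex (1nM) for 15 min at room temperature before Ub-Rho is added at 150nM final. Fluorescence rise is then followed for 6 reads every 60 seconds.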
TrxR1 substrate: rat thioredoxin reductase 1 substrate activity; O89049; purified TrxR1 substrate turnover, NADPH consumption readout; Potency, µM (titrated, usually from 114 µM), without a hit: top-dose activity change, negative = substrate turnover; actives 0.01% (n = 390,000); AID 588456; further: potency means the concentration at half of the fitted maximal effect; on the % scale 0 is the no-effect control and ±100 the full control effect; nearly all actives have a fitted effect of over 50% in size
Target sequence (O89049 whole entry, looked up): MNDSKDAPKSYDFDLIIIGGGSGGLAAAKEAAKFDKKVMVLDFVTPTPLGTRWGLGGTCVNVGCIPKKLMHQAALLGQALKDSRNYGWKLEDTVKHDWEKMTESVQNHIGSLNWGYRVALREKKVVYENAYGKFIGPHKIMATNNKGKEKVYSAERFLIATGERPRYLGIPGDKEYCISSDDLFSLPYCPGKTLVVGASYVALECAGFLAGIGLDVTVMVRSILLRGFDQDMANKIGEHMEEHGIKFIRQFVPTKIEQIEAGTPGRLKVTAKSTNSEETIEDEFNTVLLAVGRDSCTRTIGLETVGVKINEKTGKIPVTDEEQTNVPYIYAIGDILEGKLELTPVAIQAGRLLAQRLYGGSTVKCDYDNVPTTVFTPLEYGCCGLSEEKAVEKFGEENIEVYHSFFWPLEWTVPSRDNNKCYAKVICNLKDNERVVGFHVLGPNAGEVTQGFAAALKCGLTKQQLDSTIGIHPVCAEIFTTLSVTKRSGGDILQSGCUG
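Rat TrxR1, dispensed at 90 nM, was prereduced with 400 uM NADPH (final) for 5 min at ~22 deg C, then incubated with compound 15 min before 400 uM selenite. A first-read NADPH fluorescence drop versus no-compound background flagged substrates.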
Vif-A3F inh: blocks the Vif interaction with APOBEC3F; HeLa A3F-eYFP + Vif (tagged APOBEC3F with the HIV-1 protein that degrades it), YFP fluorescence increase; Potency, µM (highest dose often 46.1 µM), without a hit: top-dose activity, negative = active; actives 0.2% (n = 390,000); further: potency means the concentration at half of the fitted maximal effect; % of control where 0% means no effect; nearly all actives have a fitted effect of over 65% in size
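Fluorescence increase (Ex 488/Em 500-530) after overnight compound treatment at 37 deg C flags inhibition of Vif-driven A3F-eYFP loss in stable HeLa A3F-eYFP/Vif cells seeded overnight beforehand.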
Vif-A3G inh: inhibitors of Vif-APOBEC3G interaction. actives 0.076% (n = 410,000). AID 602310. Q9HC16. Potency, µM (doses to about 46.1 µM), for inactives: top-dose activity, negative = active, hits mostly inhibitors. HeLa A3G-eYFP + Vif (tagged APOBEC3G with the HIV-1 protein that degrades it), YFP fluorescence, overnight;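 further: potency means the concentration at half of the fitted maximal effect; on the % scale 0 is the no-effect control and ±100 the full control effect; nearly all actives have a fitted effect of over 60% in size; hits raise eYFP signal because A3G escapes Vif-driven loss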
Target sequence (Q9HC16 whole entry, looked up): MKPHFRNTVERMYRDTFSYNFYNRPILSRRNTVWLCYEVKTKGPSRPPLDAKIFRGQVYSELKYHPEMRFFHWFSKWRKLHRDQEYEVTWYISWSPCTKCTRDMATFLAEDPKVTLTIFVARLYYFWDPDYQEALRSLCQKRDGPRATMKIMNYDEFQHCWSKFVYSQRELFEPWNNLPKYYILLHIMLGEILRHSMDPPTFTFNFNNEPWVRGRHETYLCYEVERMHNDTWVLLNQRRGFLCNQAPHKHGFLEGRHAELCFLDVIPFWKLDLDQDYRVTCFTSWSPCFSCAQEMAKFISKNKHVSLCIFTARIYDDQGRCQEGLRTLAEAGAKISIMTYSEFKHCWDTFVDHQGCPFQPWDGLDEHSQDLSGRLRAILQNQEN
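Read-out is eYFP fluorescence (Ex 488/Em 500-530) from Vif-expressing HeLa A3G-eYFP cells; more signal means A3G escaped Vif-mediated degradation. Cells plated overnight, compound pinned in, incubated overnight at 37 deg C.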
IDH1 R132H inh: blocks human mutant IDH1 R132H enzyme | O75874 | IDH1-R132H enzyme, NADPH consumption, diaphorase/resazurin fluorescence | Potency, µM (highest dose often 76.6 µM), inactives show top-dose activity change, negative = inhibition, most hits filed as inhibitors | actives 0.093% (n = 390,000) | AID 602179; further: potency means the concentration at half of the fitted maximal effect; on the % scale 0 is the no-effect control and ±100 the full control effect; nearly all actives have a fitted effect of over 65% in size
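IDH1-R132H (0.5 ug/mL dispensed) in pH 7.5 Tris buffer was preincubated 30 min with compound, then given a substrate mix of 0.016 mM NADPH and 2 mM alpha-KG for 80 min at room temperature; remaining NADPH was read by diaphorase/resazurin fluorescence.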
GRP78 ERSR act: induces the endoplasmic reticulum stress response in human glioma cells; U87-MG GRP78 promoter luciferase reporter, 16 h; Potency, µM, for the others: at the highest dose activation, hits mostly activators; actives 0.02% (n = 420,000); AID 602332; further: potency means the concentration at half of the fitted maximal effect; series mostly up to about 76 µM; % of control where 0% means no effect; nearly all actives have a fitted effect of over 35% in size
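ERSR induction read as luciferase luminescence (Bright-Glo, 10 min at room temperature) in stably transfected human U87-MG glioma cells exposed to compounds for 16 h, using GRP78 as sensor.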
RGS4 inh: human RGS4 inhibition; Transcreener GDP fluorescence polarization, RGS4-accelerated GTP hydrolysis; actives 0.039% (n = 390,000); AID 504845; Potency, µM (top dose mostly 114 µM), for the others: at the top dose activity change, negative = inhibition, usual class: inhibitors; P49798; further: potency means the concentration at half of the fitted maximal effect; on the % scale 0 is the no-effect control and ±100 the full control effect; nearly all actives have a fitted effect of over 75% in size; some results filed as inactive show a strong effect at the top dose
Target sequence (P49798 whole entry, looked up): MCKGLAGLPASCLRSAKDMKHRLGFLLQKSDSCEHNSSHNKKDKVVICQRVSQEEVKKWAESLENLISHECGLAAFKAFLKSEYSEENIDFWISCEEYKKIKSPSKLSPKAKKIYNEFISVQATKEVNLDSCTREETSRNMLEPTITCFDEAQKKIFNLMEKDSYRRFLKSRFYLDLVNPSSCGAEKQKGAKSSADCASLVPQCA
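MLSMR compounds (23 nl, pin-transferred) preincubated 10 min at room temperature with a 500nM (2x) first reagent, then RGS4 at 900nM (2x) plus Transcreener GDP mix added; fluorescence polarization (620/688 nm) read before and after 90 min at 30 °C.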
LDHA inh: LDHA (human) enzyme inhibition. P00338. purified LDHA, NADH/diaphorase-resazurin fluorescence; active compounds read low. activity change, % (values are at about 110 or 230 µM). actives 0.15% (n = 480,000); in the data active means activity change below about -30%; inconclusive means mostly about -25% to -30%;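 further: plate controls were DMSO wells for no effect and wells without enzyme for full effect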
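Resorufin fluorescence (ex540/em590), read at 0 and 20 min after diaphorase/resazurin addition, reports the NADH left after a 5 min room-temperature reaction of 2 nM human LDH5 with 0.06 mM NADH and 0.2 mM pyruvate.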
TrxR1 inh: blocks rat thioredoxin reductase 1. recombinant rTrxR1, NADPH fluorescence consumption, selenite substrate. Potency, µM (doses to about 114 µM), inactives show at the highest dose activity change, negative = inhibition, most hits filed as inhibitors. actives 1% (n = 390,000); further: potency means the concentration at half of the fitted maximal effect; on the % scale 0 is the no-effect control and ±100 the full control effect; nearly all actives have a fitted effect of over 65% in size
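Rat TrxR1 (90 nM in the dispensed reagent) was pre-reduced with 400 uM NADPH for 5 min at room temperature, then incubated with compound for 15 min. After 400 uM selenite was added, NADPH fluorescence (Ex 340/Em 450 nm) was followed for 8 min.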
An asterisk follows results filed as active; ? = inconclusive; / = not tested or not shown; & = joins results of further samples; [ ] = dose if it differs, or a comment. Unless noted, the call rests on the fitted dose curve; in most records, active means well fitted curve in the direction sought with a large enough effect; inconclusive means small, poorly fitted or top-dose-only effect, or another doubt; inactive means no such curve, though single readings can be large; an effect the other way counts as inactive or inconclusive. Not all compounds are listed, so the mix of outcomes need not match the whole.

SMILES	USP1 inh	TrxR1 substrate	Vif-A3F inh	Vif-A3G inh	IDH1 R132H inh	GRP78 ERSR act	RGS4 inh	LDHA inh	TrxR1 inh
NC(=O)c1ccc(Oc2ccc3c(c2)CCC3)c([N+](=O)[O-])c1	-1%	-7%	10%	3%	-1%	1%	-23%	-5	2%
Cc1ccc(OCc2n[nH]c(=S)n2C2CCCCC2)cc1	-3%	1%	-16%	-16%	5%	1%	-23%	-2	-3%
O=[N+]([O-])c1ccc(CN2CC(N3CCCC3)CS2(=O)=O)cc1 (stereo not drawn)	-25%	/	8%	0%	4%	-4%	/	0	/
O=C(O)c1cc(S(=O)(=O)N2CCN(C(=O)c3ccco3)CC2)c(Cl)cc1Cl	-6%	-14%[57.1 µM]	-8%	-4%	6%	-3%	-20%	-3	-42%
CCCCNC(=S)N1CCN(c2nc3ccccc3s2)CC1	-12%	0%	3%	5%	-10%	-3%	14%	-9	20%
COc1ccc(C(CNC(=O)c2oc3ccc(C)cc3c2C)N2CCCCC2)cc1 (stereo not drawn)	-5%	2%	-6%	1%	-5%	-2%	16%	-4	26%
O=C(COC(=O)c1cccnc1Nc1cccc(C(F)(F)F)c1)NCc1ccc2c(c1)OCO2	-12%	30%	/	0%	-1%	-5%	7%	5&-1	23%
COc1ccc(C(=O)Nc2nc3nc(C)c(Cl)c(=O)n3[nH]2)cc1	9%	1%	1%	2%	19%	-5%	7%	-14	18%
c1ccc2c(C3=NNC(=NC4CC4)SC3)c[nH]c2c1	-20%	-6%	-1%	1%	-8%	-13%	-46%	-1	-17%
CCOc1ccc(NC(=O)CN2CCN(c3ccc(Cl)cc3)CC2)cc1	?	9%[57.1 µM]	6%	3%	-3%	0%	-1%	0	18%[57.1 µM]
CC(C)C(NS(=O)(=O)c1ccccc1)C(=O)N1CCCC1 (stereo not drawn)	-27%	-7%[57.1 µM]	2%	2%	5%	-4%	-4%	-3	9%
CN(C(=O)c1nn(C)c2c1CSc1ccccc1-2)c1ccc(F)cc1	-25%	-1%	4%	1%	6%	-5%	-12%[56.9 µM]	-2	4%
CCN(CC)CCCNC(=O)CCC(=O)NNc1nc2ccccc2c2nc(C)nn12	-7%&-10%	-2%&2%	4%&-3%	0%&8%	3%&2%	-2%&-4%	-8%&-31%	12&25	7%&17%
CCN1CCN(S(=O)(=O)c2ccc(OC)c(NC(=O)c3ccccc3F)c2)CC1	-3%	-14%	2%	0%	4%	-5%	5%	-2	-13%
CCCCN(C)CCNC(=O)c1nn(-c2ccc(OC)cc2)c(=O)c2c1c1ccccc1n2C	-8%&-10%	1%&0%	1%	2%	-14%	-4%	9%&-9%	0&0	23%&7%
O=S1(=O)N=C(N(CCO)/N=C/c2ccncc2)c2ccccc21	-11%	-12%[57.1 µM]	-1%	-3%	11%	2%	-25%	2	35%[activator][57.1 µM]
CCC(=O)N1CCc2cc(Br)cc(S(=O)(=O)CCC(=O)Nc3cccc(CC)c3)c21	-16%	4%[2.29 µM]	-8%	-3%	17%	-5%	12%	0	21%[2.29 µM]
CCOC(=O)N1CCC(NC(=O)c2ccc3c(c2)N(C)CCS3)CC1	-12%	215%[activator][57.1 µM]	-2%	0%	5%	5%	?	4	104%[activator][57.1 µM]
COc1ccc(CNC(=O)c2sccc2C)cc1	-3%	5%	8%	-2%	-8%	2%	17%	-5	16%
CC(C)(C)NC(=O)C1CC(=O)OC1(C)C (stereo not drawn)	-9%	7%	3%	2%	2%	-6%	14%	1	14%
Cc1ccc(C(=O)C2CCN(CC(=O)NC3CCCC3)CC2)cc1	-15%	-12%	5%	2%	-1%	-1%	3%	-2	-20%
COc1ccc(CCNC(=O)c2ccc3c(c2)N(Cc2c(F)cccc2Cl)C(=O)CS3)cc1OC	?	-19%[57.1 µM]	1%	-2%	0%	-3%	12%	-9	-20%[57.1 µM]
CC(=O)c1cccc(Nc2cc(C)nc3c(C)cccc23)c1	-5%	8%[57.1 µM]	-7%	4%	14%	1%	17%	4	25%[57.1 µM]
S=c1[nH]nc(C23CC4CC(CC(C4)C2)C3)n1Cc1ccco1	-20%	-3%	-6%	-5%	1%	-3%	-31%	-1	-23%
COc1ccc(C2C(C(=O)c3ccco3)=C(O)C(=O)N2CCOCCO)cc1OC (stereo not drawn)	-4%	-3%[57.1 µM]	-2%	0%	14%	0%	4%	14	?
CCC(=O)Nc1sc2c(c1C(N)=O)CCC2	13%	-4%	-6%	4%	-5%	-2%	5%	-6	-4%
Cc1nnc(SCC(=O)N2c3ccccc3CC2C)s1 (stereo not drawn)	-21%	-1%	6%	1%	10%	0%	-12%	-3	9%
Cc1cccc(C(=O)N2c3ncnn3C3(CCCCC3)[C@@H]3CCCC[C@@H]32)c1	-27%	-12%	1%	3%	-4%	-2%	31%	-9	-11%
O=C(Nc1ccc(Cl)c(Cl)c1)N1CCSC1c1ccco1 (stereo not drawn)	-20%	19%[57.1 µM]	-2%	-2%	20%	-2%	-27%	1	0%[57.1 µM]
COCc1c(C(=O)Nc2ccc(Cl)cc2F)oc2ccccc12	0%	1%	1%	-6%	13%	2%	24%	1	10%
Cc1nnc(-c2ccc(Oc3ccc(C)c(C)c3)c([N+](=O)[O-])c2)o1	-19%	-13%	-1%	-1%	4%	1%	-35%	0	-16%
O=C(O)CCNS(=O)(=O)c1ccc(Oc2ccccc2)cc1	-3%	0%[57.1 µM]	-1%	1%	-1%	2%	-25%	-2	15%[57.1 µM]
CCC(=O)N1CCc2cc(Br)cc(S(=O)(=O)CCC(=O)N3CCN(c4ccccc4OC)CC3)c21	?	9%[2.29 µM]	-8%	-2%	7%	-2%	45%	-4	12%
C[C@H]1CN([C@@H](C)CO)S(=O)(=O)c2ccc(-c3ccncc3)cc2O[C@H]1CN(C)C(=O)c1cccc(F)c1	-31%	/	-1%	1%	-10%	-5%	/	-3	/
Cc1ccc(C(=O)Nc2ccc3c(c2)OCCO3)c(Cl)c1	2%	-5%	1%	2%	3%	-13%	22%	-9	11%
COC(=O)C(O)(CC(=O)Nc1ccccc1OC)C(F)(F)F (stereo not drawn)	-6%	5%	/	1%	4%	-3%	0%	0	-2%
COCCCNC(=O)C[C@H]1C[C@H](C(=O)N(C(C)C)C(C)C)[C@@]2(C)c3[nH]c4ccc(Cl)cc4c3CCN2C1=O	-29%	-10%	5%	2%	-1%	0%	-19%	1	-6%
CN1C=CC=C/C1=C1\SC(=S)N(CC(=O)O)C1=O	-23%	-21%	-15%	1%	-2%	-3%	-25%	2	-12%
CCOCCCNC(=O)CN1C(=O)/C(=C/c2ccccc2)Sc2ccccc21	-6%	2%	0%	-2%	4%	0%	8%	3	-11%
CCn1c(-c2csc(C(C)C)c2)n[nH]c1=S	-14%	-1%	0%	-18%	-3%	1%	-45%	-10	?
CCOc1ccccc1CN1CCN(C2CCSCC2)CC1CCO (stereo not drawn)	-19%	-1%[57.1 µM]	6%	-11%	6%	-6%	2%	-6	5%[57.1 µM]
Cc1cccc(C(=O)n2c(=S)nc3cc(C)ccn32)c1	-17%	6%	-9%	-4%	8%	-12%	?	-9	2%
O=C1CC(Cc2ccc(Cl)cc2)C(=O)N1c1cc(Cl)ccn1 (stereo not drawn)	-17%	5%[57.1 µM]	-19%	-2%	-1%	-4%	-7%	-7	3%[57.1 µM]
COc1ccc(-c2nc(S(=O)(=O)c3ccccc3)c(N3CCOCC3)o2)cc1	1%	-3%	3%	-1%	-6%	-3%	7%	-1	40µM*
O=C(COc1nncc2ccccc12)NCC(F)(F)F	-1%	7%[57.1 µM]	12%	-5%	4%	0%	-5%	-5	10%
COC(=O)C(=C/C=C/c1cccnc1)C(=O)OC	-21%	0%[57.1 µM]	3%	1%	12%	0%	31%	-11	9%[57.1 µM]
COC(=O)c1ccccc1NC(=O)N1CCN(c2ccc(OC)cc2)CC1	-6%	2%[57.1 µM]	2%	-7%	6%	9%	0%	0	7%[57.1 µM]
CCC(=O)NCCc1c[nH]c2ccccc12	-9%	7%	/	-4%	-6%	-3%	-5%	-5	-8%
C=CC[C@@H](CC(=O)N[C@@H](CO)Cc1ccccc1)C(=O)NC[C@@H](OC(=O)[C@@H](CC=C)CC(=O)OC(C)(C)C)c1ccccc1	-22%	9%[57.1 µM]	-9%	1%	5%	-4%	-3%	-2	35%[57.1 µM]
O=C(c1ccc(Oc2ccc(C(F)(F)F)cc2[N+](=O)[O-])cc1)N1CCOCC1	-16%	10%[0.457 µM]	-2%	2%	3%	-2%	-5%	2	22%
Cc1ccc(S(=O)(=O)N2CCC(=O)N(CCOC(=O)Nc3cc(C)cc(C)c3)CC2)cc1	5%	1%[57.1 µM]	0%	-4%	-13%	1%&-6%	-13%	0	6%[57.1 µM]
Cc1nnc(NS(=O)(=O)c2ccc(F)cc2)s1	-24%	-4%	-6%	-7%	10%	-5%	-28%	-2	14%

2 compounds from above, reduced to LDHA inh and RGS4 inh.
SMILES	LDHA inh	RGS4 inh
O=C(COc1nncc2ccccc12)NCC(F)(F)F	-5	-5%
COC(=O)C(=C/C=C/c1cccnc1)C(=O)OC	-11	31%
